Source: PubChem (several laboratories)
PERK inh = block of dimerizer-induced PERK translation repression, primary screen, PERK inhibitor project, CHO PERK-DD cells, SEAP luminescence, HTS | AID 1416, 2008 | CHO PERK-DD fusion, SEAP luminescence translation reporter | 0.17% of 220,000 active | inhibition, % at 5.6 µM;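 active means inhibition above the mean inhibition of all tested compounds plus 3 SD, set separately per screening campaign, cut at about 2.9% in these data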;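 further: PERK kinase domain activated by AP20187 dimerizer at 100 nM; 0% = DMSO with dimerizer and 100% = rapamycin at 8.4 µM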
Thrombin inh = human alpha-thrombin inhibitors, primary screen, counter-screen for coagulation protease inhibitor project, biochemical, 1536-well, fluorogenic AMC substrate; Prothrombin (Homo sapiens), P00734; Boc-VPR-AMC fluorogenic substrate cleavage; inhibition, % at 5 µM; 0.26% of 220,000 active; AID 1046, 2008;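 active means inhibition at or above 40%; inactive means inhibition below 40%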;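 further: 0% = enzyme with no compound and 100% = wells without enzyme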
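System: human alpha-thrombin protein; Compound dosing: one concentration per compound, 5 µM, with 0.2% DMSO; Timing: reaction at room temperature; Technique: AMC fluorescence, 355/460 nm; Controls: enzyme without compound as high, wells lacking enzyme as low.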
Wee1 stabilizer = Wee1 degradation inhibitors, primary screen, cell-based, HeLa, Wee1K328M-luciferase, luminescence; 1.2% of 220,000 active; AID 1321, 2008; HeLa Luc-Wee1K328M stability; 100% = proteasome inhibitor MG132 effect; Wee1-like protein kinase (Homo sapiens), P30291; reporter increase, % at 5 µM;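 active means activation above the mean of all tested compounds plus 3 SD, set per screening run, cut at about 8.8% in these data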;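 further: cells exposed to compound for 20 h before luminescence read; 0% = DMSO alone and 100% = MG132 at 30 µM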
Furin inhibitor = human furin inhibitors, primary screen, biochemical, fluorescence intensity; P09958; purified furin, fluorogenic substrate cleavage; inhibition, % at 30 µM; 0.061% of 220,000 active; in the data active means inhibition above about 25%; further: inactives centre near -15
Cl transport mod = KCC2 cotransporter modulators, thallium flux, primary screen, cell-based, HEK293 KCC2, FluoZin-2 fluorescence, MLSMR | Solute carrier family 12 member 5 (Homo sapiens), Q9H2X9 | KCC2 cells, thallium flux FluoZin-2 fluorescence | B-score of Tl+ flux slope (higher = more flux/activation; lower = inhibition) at 10 µM | 2.2% of 190,000 active;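 active means thallium flux slope and its plate-corrected score both differing from the plate sample mean at a set confidence after two filtering rounds, in either direction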;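 further: slope of fluorescence scaled to starting intensity during 10 to 20 s after thallium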
p97 ATPase inh = inhibitors of human p97 ATPase, primary screen, biochemical. recombinant p97 ATPase, Kinase-Glo ATP luminescence, 3 h. inhibition, % at 8 µM. Transitional endoplasmic reticulum ATPase (Homo sapiens), P55072. AID 1481, 2009. 0.42% of 220,000 active; in the data active means inhibition above about 15%;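 further: 0% = DMSO vehicle and 100% = wells lacking enzyme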
FXIa inh 1536 = human FXIa protease inhibitors, primary screen, biochemical, 1536-well; Coagulation factor XI (Homo sapiens), P03951; purified FXIa, Boc-Glu-Ala-Arg-AMC fluorogenic substrate; inhibition, % at 5 µM; 0.14% of 220,000 active; AID 798, 2007;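 active means inhibition of at least 40%; inactive means inhibition below 40%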;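 further: fluorescence of freed AMC excited at 355 nm; 0% = enzyme without compound and 100% = no enzyme blank; many of its hits are not listed in these tables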
KLK5 inh = human KLK5 protease inhibitors, primary screen, biochemical, 1536-well. recombinant hK5, fluorogenic AMC substrate cleavage. 0.59% of 210,000 active. AID 873, 2007. inhibition, % at 5 µM;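 active means inhibition of 40% or more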;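 further: 0% = enzyme controls without compound and 100% = no-enzyme blanks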
FXIIa inh 1536 = human FXIIa protease inhibitors, primary screen, biochemical, 1536-well | Coagulation factor XII (Homo sapiens), P00748 | purified FXIIa, Boc-QGR-AMC fluorogenic substrate, 2 h | inhibition, % at 5 µM | 0.3% of 220,000 active | AID 800, 2007; in the data active means inhibition above about 40%;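 further: 0% = enzyme with no compound and 100% = blank without enzyme; many of its hits are not listed in these tables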
An asterisk follows results filed as active; x = not tested or not shown; [ ] = dose if it differs, or a comment.

SMILES	PERK inh	Thrombin inh	Wee1 stabilizer	Furin inhibitor	Cl transport mod	p97 ATPase inh	FXIa inh 1536	KLK5 inh	FXIIa inh 1536
NS(=O)(=O)c1cc(C(=O)NCCc2ccccn2)ccc1Cl	-1.6	-4	3	-12	1.7	0	-6	-5	0
CCOC(=O)C(C#N)C(Cc1ccccc1)c1ccco1 (stereo unspecified)	0.6	7	-2	-24[20 µM]	-2.9	3	2	2	14
CCCn1c(=O)c(C(=O)NCC2CCCO2)c(O)c2ccccc21 (stereo unspecified)	2.2	-1	-1	-27	0.31	3	1	x	10
O=C(O)CSCC(=O)NCc1ccccc1	-0.3	1	-4	3	x	5	5	9	9
CCCn1c(SCC(=O)c2c[nH]c3ccccc23)nnc1-c1ccncc1	0.1	-2	-2	-13	-0.1	3	1	-7	9
Cc1ccc(CS(=O)(=O)CCC(=O)NCCC(C)C)cc1	-0.3	2	0	-23[20 µM]	0.0033	-2	18	2	25
CC(=O)Nc1ccc(NC(=S)Nc2ccc(Br)cc2)cc1	0.5	-12	-3	-3	-0.13	0	-9	-2	1
Cc1ccc(C(=O)OCC(=O)Nc2sccc2C(N)=O)cc1NC(=O)c1ccco1	-2.1	-7	2	-8[20 µM]	-0.23	5	-5	3	-3
CCOC(=O)N1CCN(c2ncc(C(F)(F)F)cc2Cl)CC1	1.3	1	-2	-14	0.019	-7	2	1	11
Cc1cc(C)nc(N2CCC(C(=O)NCc3ccccc3F)CC2)n1	1.0	0	-2	-23	x	4	0	2	5
Cc1nc(C(=O)Nc2ccc(Cl)cc2)sc1C1(C)CC(c2ccccc2)=NO1 (stereo unspecified)	x	0	x	-19	0.44	x	2	2	8
Cc1cc(C)cc(-n2c(C)cc(/C=N\NC(=O)COc3cccc4cccnc34)c2C)c1	-0.4	0	4	-11	0.058	4	2	-13	10
O=c1cc(CO)oc(CN2CCN(Cc3ccccc3)CC2)c1O	0.6	-4	-4	-15[20 µM]	x	4	-2	-20	9
O=C(CSc1nc2[nH]ncc2c(=O)n1-c1ccccc1Cl)N1CCCC1	0.8	30	3	4	0.00028	-11	33	18	28
COc1ccc(C2=NN(CN3C(=O)C(=O)c4ccccc43)C(c3ccc(Br)cc3)C2)cc1 (stereo unspecified)	0.9	-5	0	-17[20 µM]	-0.015	5	-3	12	5
CCCC1C2CN(C(C)C)CC=C2C(C#N)=C(N)C1(C#N)C#N (stereo unspecified)	-0.4	0	-2	-22	0.28	4	1	-27	3
C=CCc1cc(OC)ccc1OCCOCCN1CCc2ccccc2C1	0.0	-3	-1	-14	-0.51	-3	-8	-14	0
COc1ccc(NC(=S)N2CCN(c3ccccn3)CC2)cc1OC	-0.3	1	2	-17	1	4	13	-9	11
CCOC(=O)C1=C(N)OC2=C(C(=O)CC(C)(C)C2)C1c1ccccc1OCC#N (stereo unspecified)	-0.2	-2	1	-7	x	-1	4	3	15
CC1=C(C(=O)N(C)C)C(c2cccc(Cl)c2)NC(=O)N1 (stereo unspecified)	-0.9	-5	-1	-12	0.037	0	-4	6	4
COc1ccc(NC(=O)C2CC(=O)n3cnnc3S2)cc1 (stereo unspecified)	-0.1	-1	-2	-15[20 µM]	0.55	-4	-4	-5	3
OCCN(CCO)c1ncnc2c1oc1ccc(Br)cc12	-2.0	-5	0	-29[20 µM]	x	1	0	-22	-4
CCCN(CCC)S(=O)(=O)c1cccc(C(=O)Nc2ccc3c(c2)OCO3)c1	-0.5	-7	2	-10	-1.5	3	-2	-10	3
Cc1ccc(C(=O)NCC(=O)NCC(=O)OCc2ccc(Oc3ccc([N+](=O)[O-])cc3)cc2)cc1	0.8	x	0	-32[20 µM]	0.46	-2	x	x	x
Cc1cc(-c2nc3c4c5c(sc4[nH]c(=O)n3n2)CCC5)c(C)o1	0.6	-1	-1	-16[20 µM]	-1.1	14	3	-49	7
CCOc1nc(CC)nc(NC(=O)NS(=O)(=O)c2ccccc2Cl)n1	0.2	5	-3	-26	x	-3	2	4	4
CCC(C)NCCOc1cc(C)cc(C)c1C (stereo unspecified)	0.0	56*	1	-10	-0.19	-5	35	31	x
COc1ccc(CN2CCN(C(=O)c3cccs3)CC2)cc1Br	0.4	-1	0	-12	0.097	2	-9	-1	-4
O=C(Nc1ccc(Cl)cc1)Nc1ccccc1NS(=O)(=O)c1cccs1	-0.3	3	4	-25	-0.091	7	9	-9	14
CC1CC(C)CN(S(=O)(=O)c2ccc3c(c2)oc(=O)n3CC(=O)N2CCOCC2)C1 (stereo unspecified)	1.2	-8	1	-8	x	2	2	-20	8
CCc1nc(-c2ccccc2)cc(=O)[nH]1	0.5	0	-2	1[20 µM]	x	3	-6	-6	14
Cc1cc(C)n(-c2ccc(C(=O)Nc3ccc(C)c(S(=O)(=O)N4CCOCC4)c3)cc2)n1	-2.2	6	2	-16	-1.2	-5	1	3	6
O=C(Nc1ccc(Br)cc1F)c1ccc2c(c1)N(Cc1ccccc1)C(=O)CS2=O (stereo unspecified)	0.2	2	0	-25	-0.34	6	-1	-1	4
COc1ccc(N2C(=O)CC(NC3CC3)C2=O)cc1 (stereo unspecified)	0.8	-4	1	-31[20 µM]	0.14	-2	-5	5	9
NNC(=O)c1ccc(COc2cccc3cccnc23)cc1	0.4	-9	3	-10	-0.74	8	-4	-1	2
CN(C(=O)COc1ccccc1)c1nnc(-c2cccnc2)s1	0.3	-10	3	-20	-0.57	2	5	-24	9
CC[C@H]1CN2CCc3cc(OC)c(OC)cc3[C@@H]2C[C@@H]1C[C@H]1NCCc2cc(OC)c(OC)cc21	-1.9	x	-2	-18	-0.87	4	2	-3	9
CCN(C(=O)CSc1ccc2ccccc2c1)C1CCS(=O)(=O)C1 (stereo unspecified)	-1.3	-6	-1	-8	-0.81	-3	9	-14	-4
COc1ccccc1CNC(=O)c1ccc(C)s1	0.9	1	1	-32	0.18	0	-1	5	13
COc1ccc(C(=O)COC(=O)c2nn(C)c(=O)c3ccccc23)c(OC)c1	0.9	7	-2	-24	-0.16	3	3	-1	10

Filtered by structure, those above containing two or more sulfur atoms.
SMILES	PERK inh	Thrombin inh	Wee1 stabilizer	Furin inhibitor	Cl transport mod	p97 ATPase inh	FXIa inh 1536	KLK5 inh	FXIIa inh 1536
O=C(Nc1ccc(Cl)cc1)Nc1ccccc1NS(=O)(=O)c1cccs1	-0.3	3	4	-25	-0.091	7	9	-9	14
CCN(C(=O)CSc1ccc2ccccc2c1)C1CCS(=O)(=O)C1 (stereo unspecified)	-1.3	-6	-1	-8	-0.81	-3	9	-14	-4

Back to the main list; the 4 compounds before the break are reprinted first.
SMILES	PERK inh	Thrombin inh	Wee1 stabilizer	Furin inhibitor	Cl transport mod	p97 ATPase inh	FXIa inh 1536	KLK5 inh	FXIIa inh 1536
CC[C@H]1CN2CCc3cc(OC)c(OC)cc3[C@@H]2C[C@@H]1C[C@H]1NCCc2cc(OC)c(OC)cc21	-1.9	x	-2	-18	-0.87	4	2	-3	9
CCN(C(=O)CSc1ccc2ccccc2c1)C1CCS(=O)(=O)C1 (stereo unspecified)	-1.3	-6	-1	-8	-0.81	-3	9	-14	-4
COc1ccccc1CNC(=O)c1ccc(C)s1	0.9	1	1	-32	0.18	0	-1	5	13
COc1ccc(C(=O)COC(=O)c2nn(C)c(=O)c3ccccc23)c(OC)c1	0.9	7	-2	-24	-0.16	3	3	-1	10
CCCS(=O)(=O)c1c(S(=O)(=O)CCC)c2c(C)cccn2c1C(=O)N/N=C/c1cc(O)cc(O)c1	1.1	2	0	-17	-0.089	3	4	-1	6
CN1C(=S)SC(N(O)C(=O)Nc2ccccc2)C1(C)C (stereo unspecified)	-0.1	3	-1	-26[20 µM]	0.93	-2	7	0	20
COc1cccc(C(C)N(C)Cc2nc(-c3ccoc3)oc2C)c1 (stereo unspecified)	-0.4	4	-2	-20	-1.3	-2	-6	-2	4
CC(=O)Nc1nc2ccccc2n1CCOc1ccccc1	-1.6	-7	-1	-21[20 µM]	0.37	-6	-5	0	-5
Oc1ccccc1OCCOc1ccccc1OCCOc1ccccc1O	0.4	0	-1	-24	1.2	2	0	4	8
O=C(NCc1ccccc1)C1CCC1	0.4	-8	-1	-2	-0.4	-6	6	-8	16
CCOc1ccc(C(C)=O)cc1COC(=O)c1cnc(Cl)c(Cl)c1	0.4	-11	2	-12	1.1	-6	-8	-5	4
COc1ccccc1Nc1nc2ccccc2n2cnnc12	-0.7	3	4	-14	-0.69	-1	5	4	13
Cc1cccc(C(=O)N2CCC(Cc3ccccc3)CC2)c1[N+](=O)[O-]	-0.2	-4	-3	3	-4.2*	-4	0	-25	7
O=C(Nc1ccc2c(c1)OCO2)c1cccc2c1C(=O)N(C1CCCCC1)C2	0.4	x	-3	-29	0.006	5	6	-2	7
Cc1cccc(OCC(=O)Nc2ccccc2C(=O)N2CCOCC2)c1	-0.7	-7	-1	-7	1.3	-5	2	-29	5
Cc1cccc(NC(=S)/N=C(\N)Nc2nc(C)c3ccccc3n2)c1	0.0	-6	-1	-16	-2.3	3	10	-13	11
CC(C)(C)NC(=O)C(c1ccncc1)N(C(=O)Cn1nnc(-c2ccc(F)cc2)n1)c1ccc(F)cc1 (stereo unspecified)	0.5	-10	2	-6	-1.1	-3	2	5	5
O=C(NCc1ccccc1)c1cc(=O)c2ccccc2o1	0.2	-4	3	-14	-1.3	4	-3	-5	4
O=C(c1ccc2c(c1)C(=O)N(Cc1ccco1)C2O)N1CCOCC1 (stereo unspecified)	0.5	0	0	-15	x	-4	6	2	19
CCn1nc(C(=O)OCC(=O)Nc2nc(-c3ccc(OC)cc3)cs2)c2ccccc2c1=O	0.0	-6	0	-9	-0.079	-6	4	4	15
N#Cc1c[nH]n2c(=O)c3c(nc12)CCCC3	1.0	1	0	-12[20 µM]	x	1	-1	70*	-1
Cc1ccc(CSCCNC(=O)c2ccccc2)cc1	1.0	0	0	-13	-0.76	1	23	-2	9
CCCCc1ccc(/C=C(\C#N)C(N)=S)s1	0.8	-11	-4	-10	0.075	3	-6	-8	4
COc1ccc(C(=O)N2CCN(c3nnnn3-c3ccccc3)CC2)cc1OC	0.1	-1	-1	-16[20 µM]	1.4	-2	-3	-5	9
O=C(CC(=O)N/N=C/c1ccc(F)cc1)N/N=C/c1ccc(F)cc1	0.8	0	1	-6	-0.017	-9	4	5	11
COc1ccc(Cl)cc1NC(=O)CC(C)=O	0.3	0	-2	-18	7.3*	17*	5	-15	12
Cc1ccc(-c2cc(-c3ccc(F)cc3)nc(N)c2C#N)o1	-0.1	0	-2	-47	2.2	9	6	-60	9
Cc1ccc(S(=O)(=O)Nc2ccc(N(C)C)cc2)cc1	-0.8	4	1	-6	0.051	0	8	-19	2
COc1ccc(CCN(C)CCC(=O)Nc2cc(C)ccc2C)cc1OC	-0.3	0	-3	-24	0.27	0	-36	3	18
Cc1ccc(CNC(=O)Cn2cc(C(F)(F)F)ccc2=O)cc1	0.5	-8	-3	-21	1.1	-1	1	-15	9
CC1CCN(C(=O)C2CCN(S(=O)(=O)c3cccc4nsnc34)CC2)CC1	-0.2	0	-1	-12	0.6	-2	-3	-11	7

The order is random (roughly 4.4% active in at least one column).
